Screening results (PubChem)
TCR act: T cell receptor activation; primary human leukocytes, anti-CD3, IL-2 HTRF, 48 h; Potency, µM (highest dose often 9.22 µM), for the others: top-dose activation of IL-2 secretion, most hits filed as activators; 330,000 tested, under 10 active; further: % of control where 0% means no effect
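Human primary leukocytes + a-CD3 beads + cpd, 48 hr; IL-2 in supernatant by HTRF (ex 320nm / em 665nm). No co-stimulatory signal supplied.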
Tb PFK inh: inhibitors of T. brucei phosphofructokinase; T. brucei PFK, ADP-Glo luminescence; Potency, µM (titrated, usually from 57.5 µM), for inactives: at the highest dose activity, negative = inhibition, actives largely listed as inhibitors; actives 0.17% (n = 330,000);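 further: potency means the concentration at half of the fitted maximal effect; 0% = uninhibited 1x PFK enzyme wells and -100% = no-enzyme wells; nearly all actives have a fitted effect of over 60% in size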
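ADP-Glo luminescence quantified ADP after 45 min at room temperature, with 1.25 nM T. brucei PFK, 0.1 mM ATP and 0.5 mM fructose-6-phosphate in pH 8.0 TEA buffer. qHTS titrations up to 57 µM; curves classified by quality.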
S-ASM inh: blocks human secretory acid sphingomyelinase; P17405; placental ASM, HMU-PC fluorogenic substrate, 60 min; Potency, µM (top dose mostly 57.5 µM), for the others: at the highest dose activity change, negative = inhibition, hits mostly inhibitors; actives 0.006% (n = 340,000); AID 504937; further: potency means the concentration at half of the fitted maximal effect
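Steps: dispense placental human ASM, pin compound, wait 10 min at room temperature, add HMU-PC0 substrate at 9 uM final, incubate 60 min at 37 °C, add stop solution raising pH to 10, read fluorescence.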
Mito fusion act: mitochondrial division inhibition or fusion activation; S. cerevisiae fusion-defective mutant growth rescue, CellTiterGlo 48 h; Potency, µM (highest dose often 46.1 µM), inactives show at the highest dose growth rescue (activation), actives largely listed as activators; actives 0.23% (n = 320,000); AID 485298;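 further: potency means the concentration at half of the fitted maximal effect; % of control where 0% means no effect; nearly all actives have a fitted effect of over 45% in size; temperature-sensitive fusion mutants such as fzo1-1 at 37 °C on non-fermentable ethanol glycerol medium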
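Compounds are tested for their ability to restore growth of mitochondrial fusion-defective yeast strains at non-permissive 37C in YPEG medium over 48 hours. Viability is quantified by luciferase luminescence.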
TSHR antagonist: antagonists of human thyroid stimulating hormone receptor | P16473 | activity change, negative = inhibition, % at 11.5 µM | AID 504810 | TSHR-expressing cells, TSH-stimulated cAMP HTRF, 2 h; hits give low values | actives 0.2% (n = 330,000);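 active means activity change below a set negative limit, meaning inhibition stronger than a set level, cut at about -70% in these data; inconclusive means activity change between two set negative limits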; further: on the % scale 0 is the no-effect control and ±100 the full control effect
Target sequence (P16473 whole entry, looked up): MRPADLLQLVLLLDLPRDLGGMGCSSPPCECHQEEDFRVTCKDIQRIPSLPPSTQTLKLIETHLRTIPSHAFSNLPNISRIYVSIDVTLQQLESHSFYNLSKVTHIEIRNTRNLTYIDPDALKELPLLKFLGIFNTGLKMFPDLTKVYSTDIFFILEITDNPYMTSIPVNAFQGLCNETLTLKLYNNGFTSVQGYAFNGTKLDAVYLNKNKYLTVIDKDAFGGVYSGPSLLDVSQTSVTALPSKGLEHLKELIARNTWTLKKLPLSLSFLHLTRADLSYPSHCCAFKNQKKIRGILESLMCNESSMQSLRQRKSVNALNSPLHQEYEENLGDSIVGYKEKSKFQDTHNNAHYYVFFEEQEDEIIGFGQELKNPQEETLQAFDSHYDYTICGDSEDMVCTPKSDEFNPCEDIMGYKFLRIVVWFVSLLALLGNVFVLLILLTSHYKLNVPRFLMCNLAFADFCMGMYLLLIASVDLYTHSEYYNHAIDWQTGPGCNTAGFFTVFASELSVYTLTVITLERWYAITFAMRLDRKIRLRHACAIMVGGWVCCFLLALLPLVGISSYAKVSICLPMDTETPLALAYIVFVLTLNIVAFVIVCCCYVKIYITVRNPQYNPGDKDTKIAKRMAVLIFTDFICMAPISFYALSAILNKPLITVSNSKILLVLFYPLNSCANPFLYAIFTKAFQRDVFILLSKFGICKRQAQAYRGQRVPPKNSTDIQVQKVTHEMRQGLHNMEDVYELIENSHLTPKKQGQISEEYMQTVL
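Cell-based HTRF cAMP assay; TSHR cells + compound, TSH EC80 (4nM final), 2 h, 37 deg C. Lysis with anti-cAMP cryptate and cAMP-d2, 30 min RT, read 665/620 nm.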
PTAP TSG101 blk: blocks PTAP/TSG101 interaction to inhibit HIV-1 budding; Q99816; 340,000 tested, under 10 active; Potency, µM (titrated, usually from 115 µM), for inactives: at the highest dose activity change, negative = inhibition, usual class: inhibitors; Fluorescence polarization, FITC-PTAP peptide / Tsg101 binding; AID 493005; active means well fitted inhibition curve with a large enough effect in the main read-out, with a control signal flat, not every such curve was filed as active; inconclusive means small, poorly fitted or top-dose-only effect, or effect the other way, or a change in a side signal; inactive means no such curve, though single readings can be large or run the other way; further: potency means the concentration at half of the fitted maximal effect; % of control where 0% means no effect
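Fluorescence anisotropy tracks displacement of a FITC-tagged PTAP peptide (50 nM) from the Tsg101 binding domain (10 uM), following a 20 min room-temperature incubation at pH 7.5.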
BCR signal inh: blocks chronic active B-cell receptor signaling | ABC-DLBCL IkBa-CBG/CBR reporter, luminescence ratio, 4 h | Potency, µM (series often up to 46.1 µM), inactives show at the top dose ratio change, negative = lower green/red ratio, hits mostly inhibitors | actives 0.05% (n = 340,000) | AID 493014; active means well fitted inhibition curve with a large enough effect in the signal ratio, with a control signal flat, not every such curve was filed as active; inconclusive means small, poorly fitted or top-dose-only effect, or effect the other way, or a change in a side signal; the % refers to the signal ratio;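 further: potency means the concentration at half of the fitted maximal effect; plate controls were basal doxycycline-induced cells for no effect and cells given 10 µM MG132 for full effect; MG132 reads +100%, hits lower the ratio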
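Cell line TMD8 (human ABC DLBCL), stably expressing tet-inducible CBG68-IkBa fusion and CBR; IMDM/0.5% FBS; cpd up to 46 uM; dox induction, 4 h, 37C/5% CO2; dual luminescence; green/red ratio; MG132 control.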
Integrin act MD: integrin-mediated muscular dystrophy alleviation activation. actives 0.064% (n = 350,000). alpha7betagal myoblasts, beta-gal FDG fluorescence, 48 h. Potency, µM (titrated, usually from 38.3 µM), for the others: top-dose activation, actives largely listed as activators;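 further: potency means the concentration at half of the fitted maximal effect; 100% = response of the positive control SU9516; nearly all actives have a fitted effect of over 60% in size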
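Alpha7betagal+/- myoblasts (passage 13) were plated 16-24 hr, then exposed to compounds (1:260 dilution of DMSO stock) for 48 hours at 37C. After MPER lysis, β-galactosidase reporter activity was read as FDG fluorescence (ex 480/em 540) after 30 minutes.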
AT treatment: potential ataxia-telangiectasia treatments restoring KAP-1 phosphorylation. […] A-T fibroblasts, KAP-1 phosphorylation AlphaLISA; neocarzinostatin DNA damage 30 min before lysis. Potency, µM (top dose mostly 57.5 µM), without a hit: at the highest dose activation, hits mostly activators. actives 0.19% (n = 320,000); further: potency means the concentration at half of the fitted maximal effect; % of control where 0% means no effect; nearly all actives have a fitted effect of over 45% in size
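ATM-like activity read as KAP-1 phosphorylation via AlphaLISA donor/acceptor antibody pairs after lysis and 6 hr at 25C. Cells were ATM-null patient fibroblasts ([…], hTERT), dosed 60 min, then exposed to the DSB inducer NCS for 30 min.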
Eya2 phos inh: inhibitors of human Eya2 phosphatase activity; recombinant Eya2, OMFP fluorescence dephosphorylation (OMFP is methylfluorescein phosphate); O00167; AID 488837; Potency, µM (top dose mostly 76.9 µM), without a hit: top-dose activity, negative = inhibition, usual class: inhibitors; actives 0.006% (n = 330,000); further: potency means the concentration at half of the fitted maximal effect; on the % scale 0 is the no-effect control and ±100 the full control effect
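Eya2 (0.2 uM) preincubated 10 min at ambient with compound, then OMFP substrate added at 50 uM; 10 min reaction in 50 mM HEPES pH 7.5, 50 mM NaCl, 5 uM MgCl2, 0.05% BSA, 1 mM DTT. Fluorescence read at Ex 485/Em 525 nm.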
ELG1 repair inh: ELG1-dependent DNA repair inhibition; Potency, µM (titrated, usually from 46.1 µM), for the others: at the highest dose activity change, negative = inhibition, hits mostly inhibitors; actives 2.3% (n = 330,000); AID 504467; HEK293T ELG1-luciferase reporter, luminescence, 16 h; DNA damage induced by 5-fluorouridine; further: potency means the concentration at half of the fitted maximal effect; on the % scale 0 is the no-effect control and ±100 the full control effect; nearly all actives have a fitted effect of over 55% in size
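Step one: seed 2,000 cells per well. Step two: pin-transfer compound or DMSO alongside 5-fluorouridine. Step three: incubate 16 hr, 37 °C, 5% CO2. Step four: add ONE-Glo, wait 30 min, read luminescence.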
An asterisk follows results filed as active; ? = inconclusive; . = not tested or not shown; [ ] = dose if it differs, or a comment. Unless noted, the call rests on the fitted dose curve; in most records, active means well fitted curve in the direction sought with a large enough effect; inconclusive means small, poorly fitted or top-dose-only effect, or another doubt; inactive means no such curve, though single readings can be large; an effect the other way counts as inactive or inconclusive.

SMILES	TCR act	Tb PFK inh	S-ASM inh	Mito fusion act	TSHR antagonist	PTAP TSG101 blk	BCR signal inh	Integrin act MD	AT treatment	Eya2 phos inh	ELG1 repair inh
O=c1[nH]cc(COCC(F)CCl)c(=O)[nH]1 (stereo not drawn)	-4%	-5%	3%	-3%	5	-5%	?	10%	-32%	2%	12%
OC(COCc1ccc2c(c1)OCO2)CN1CCCCC1 (stereo not drawn)	6%	-1%	2%	5%	36	-1%	-1%	-18%	0%	5%	5%
CC(=O)Nc1ccc(NC(=O)CN(c2cc(Cl)ccc2Cl)S(C)(=O)=O)cc1	2%	-5%	1%	1%	0	0%	-9%	18%	4%	-8%	?
Cc1ccnc(NC(=O)c2cc(-n3cnnc3)ccc2Cl)c1	8%[46.1 µM]	5%	-1%	-2%	-8	-1%	1%	6%	9%	-12%	8%
O=C(COC(=O)/C=C/c1ccccc1[N+](=O)[O-])NCC(F)(F)F	-3%	6%	-1%	-1%	6	-1%	-7%	-55%[inhibitor]	-6%	-18%	3%
Cc1ccc(C2Nc3ccccc3C(=O)N2CCCN2CCOCC2)cc1 (stereo not drawn)	-38%	1%	161%[activator]	-1%	-1	0%	-2%	0%	4%	-16%	5%
O=C(NCC(=O)N1CC(O)CC1C(=O)N1CC(O)CC1C(=O)OCc1ccccc1)OCc1ccccc1 (stereo not drawn)	0%	0%	1%	1%	0	2%	?	-19%	-4%	24%	18%
COc1ccc(CNC(=O)C2CSCCS2)cc1 (stereo not drawn)	6%	17%	2%	3%	43	-4%	4%	23%	-1%	4%	29%
CCOC(=O)c1cnc2cc(-c3ccc(C(C)(C)C)cc3)nn2c1N	0%	0%	11%	0%	2	-2%	-1%	18%	-5%	-2%	?
CCOC(=O)C1CCCN(c2c(N3CCN(c4cccc(Cl)c4)CC3)c(=O)c2=O)C1 (stereo not drawn)	-3%	0%	5%	-13%	6	1%	-10%	-12%	-10%	-10%	-4%
COc1ccc(OCC(=O)NNC(=S)NC(=O)c2ccc([N+](=O)[O-])cc2)cc1	-2%	3%	-3%	21%	-12	-7%	5%	1%	-2%	1%	-10%
CN(Cc1ccccc1)C(=O)COc1cccnc1[N+](=O)[O-]	-6%	0%	4%	-6%	-3	-5%	-2%	-19%	-4%	5%	-5%
CCCn1c(SC(C)C(=O)NCC2CCCO2)nc2sc3c(c2c1=O)CCC3 (stereo not drawn)	-2%	4%	-4%	13%	-5	1%	3%	-11%	7%	-8%	-19%
Cc1ccc(C(=O)OCC(=O)Nc2ccc3[nH]c(=O)[nH]c3c2)cc1[N+](=O)[O-]	0%	-1%	7%	4%	-3	-4%	-16%	16%	0%	7%	-9%
Cc1cc(N2CCCC2)nc2ccc(NC(=S)NC(C)C)cc12	1%	1%	.	25%	15	-9%	-10%	-22%	2%	-21%	8%
CCOC(=O)c1c(C)[nH]c(C2=NNC(=NC3CC3)SC2)c1C	-2%	?	-11%	-3%	0	0%	-1%	10%	-24%	1%	?
COc1cccc(N(C(=O)c2ccco2)C(C(=O)NC2CCCC2)c2cccnc2)c1 (stereo not drawn)	4%	-2%	0%	-7%	12	-3%	?	-16%	-12%	0%	?
CCN1C/C(=C/c2ccc(OC)c(O)c2)C(=O)/C(=C/c2ccc(OC)c(O)c2)C1	-6%	1%	0%	?	-14	-3%	?	-4%	?	3%	?
Cc1ccc(C)c(N2CCN(C(=O)c3cccn4c(=O)c5sccc5nc34)CC2)c1	6%	-1%	9%	2%	-8	1%	?	-18%	0%	3%	0%
COc1ccc(C2C(C(=O)c3ccccc3)N3c4ccccc4C=CC3C2[N+](=O)[O-])cc1 (stereo not drawn)	-5%	-4%	-20%	6%	9	?	?	-62%[inhibitor]	4%	-28%	3%
COc1cccc(/C=N/n2c(-c3ccco3)nc3ccccc3c2=O)c1	1%[46.1 µM]	-5%	-8%	13%	-11	2%	?	34%	-5%	-2%	18µM*
Cc1ccc(C(=O)CCC(=O)Nc2ccccc2F)cc1	-2%	0%	1%	2%	-1	-7%	?	-40%	-3%	12%	?
COc1c(Cl)cc(-c2noc(C)c2C(=O)NCc2ccc3c(c2)OCO3)cc1Cl	-3%	3%	0%	3%	28	-2%	2%	3%	-1%	-1%	9%
CCN(CC)C(=O)COC(=O)c1ccc(C)c(NC(=O)c2ccco2)c1	-2%	-1%	0%	4%	-9	-3%	-10%	-13%	-6%	16%	7%
O=C(NCCCN1CCOCC1)c1cccc(S(=O)(=O)N2CCc3ccccc3C2)c1	-1%	4%	5%	2%	-4	-1%	-1%	2%	-3%	3%	-1%

Following part:
SMILES	TCR act	Tb PFK inh	S-ASM inh	Mito fusion act	TSHR antagonist	PTAP TSG101 blk	BCR signal inh	Integrin act MD	AT treatment	Eya2 phos inh	ELG1 repair inh
Cc1cc(C#N)c2ccccc2n1	-2%	2%	0%	-1%	26	-3%	3%	16%	3%	11%	18%
O=C(COC(=O)C1CCN(S(=O)(=O)c2cccs2)CC1)Nc1ccccc1	12%	0%	-3%	1%	-4	-12%	0%	18%	-4%	-5%	-5%
CCc1ccc(NC(=O)c2n[nH]c(=O)c3ccccc23)cc1	7%	0%	-3%	1%	-12	-2%	?	-19%	2%	-11%	?
CC(C)(C)N(Cc1ccccc1)C(=O)COC(=O)[C@@H]1CCCN1C(=O)c1cccs1	0%	-2%	10%	-7%	4	2%	7%	16%	0%	5%	12%
CN(C)S(=O)(=O)c1ccc(C(=O)NCC2CC2(Cl)Cl)cc1 (stereo not drawn)	-5%	0%	-1%	1%	1	-1%	?	0%	1%	3%	1%
CCNC(=O)CN(Cc1ccccc1)S(=O)(=O)c1ccccc1	0%	-6%	4%	0%	2	-1%	4%	?	-1%	-3%	0%
Cc1ccc(-c2nn(CCC(N)=O)c(=O)c3ccccc23)cc1	-3%	5%	-3%	7%	0	-5%	-2%	-5%	5%	24%	15%
Cc1nnc(Sc2nc3c(c(=O)[nH]c(=O)n3C)n2CCCc2ccccc2)s1	.	-5%	.	-2%	19	.	?	.	-6%	-1%	-3%
COc1cccc(-c2c(C(=O)N/N=C/c3ccco3)nnn2-c2nonc2N)c1	8%	3%	-3%	-6%	-5	-7%	3%	5%	-9%	2%	14%
Cc1ccc(NC(=O)CN(C)C(=O)c2cccc(S(=O)(=O)NCc3ccccc3)c2)cc1	7%	0%	-6%	-1%	11	0%	7%	10%	3%	-11%	-8%
Cc1cc(C)c(C)c(S(=O)(=O)N2CCN(C(=O)c3ccncc3)CC2)c1C	1%	-8%	-1%	3%	2	-5%	0%	10%	6%	-1%	14%
CCOC(=O)N1CCN(C(=O)c2ccc3c(c2)N(C)C(=O)/C(=C\c2ccc(OCC)c(OC)c2)S3)CC1	0%	0%	-1%	17%	16	-3%	?	-43%	-6%	-4%	?
COc1ccc(Cl)cc1NC(=O)CN(C)C(=O)c1ccc(C)s1	3%	22%	-5%	-1%	13	-2%	0%	-13%	12%	17%	-2%
CCN(CCCNC(=O)C1CCN(S(=O)(=O)c2cnc[nH]2)CC1)c1cccc(C)c1	14%	-6%	5%	-2%	-1	-3%	7%	5%	1%	-1%	8%
CCNC(=S)N(CCN(CC)CC)Cc1cc2cc3c(cc2[nH]c1=O)OCO3	-5%	-2%	48%[activator]	4%	-3	-3%	-10%	-24%	-4%	5%	0%
O=S(=O)(NC1CC1)c1ccc(S(=O)(=O)N2CCCC3(CCCCC3)C2)cc1	1%	-5%	0%	-4%	-7	0%	?	-50%[inhibitor]	1%	-21%	5%
O=C(COC(=O)Cc1c(Cl)cccc1Cl)Nc1ccccc1-c1ccccc1	-4%[46.1 µM]	-4%	-1%	-1%	8	-4%	-8%	5%	13%	-2%	-23%
Cc1c(NC(=O)COC(=O)c2ccc(S(=O)(=O)N3CCOCC3)cc2)c(=O)n(-c2ccccc2)n1C	.	-1%	-1%	-5%	28	-1%	2%	-5%	-6%	3%	10%
